Tb PGK inh = inhibitors of T. brucei phosphoglycerate kinase; P07378; PGK/GAPDH coupled, Kinase-Glo luminescence, 60 min; Potency, µM (titrated, usually from 57.5 µM), for the others: at the top dose activity change, negative = inhibition, actives largely listed as inhibitors; 0.043% of 380,000 active; AID 602233; note: % is set by controls: 0 for no effect and ±100 for the full control effect; nearly all actives have a fitted effect of over 60% in size
Target sequence (P07378 whole entry, looked up): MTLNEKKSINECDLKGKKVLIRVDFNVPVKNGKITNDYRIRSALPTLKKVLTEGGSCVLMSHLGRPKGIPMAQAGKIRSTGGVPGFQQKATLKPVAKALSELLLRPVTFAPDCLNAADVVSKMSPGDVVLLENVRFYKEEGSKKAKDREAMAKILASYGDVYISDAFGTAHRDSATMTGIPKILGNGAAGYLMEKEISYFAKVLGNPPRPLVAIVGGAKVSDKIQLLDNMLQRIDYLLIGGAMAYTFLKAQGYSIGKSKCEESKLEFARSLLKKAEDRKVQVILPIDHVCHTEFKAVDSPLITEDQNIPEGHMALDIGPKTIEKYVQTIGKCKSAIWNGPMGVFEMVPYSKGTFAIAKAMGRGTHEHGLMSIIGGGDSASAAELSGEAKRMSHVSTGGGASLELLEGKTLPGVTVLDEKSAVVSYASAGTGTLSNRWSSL
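Luminescent ATP detection (Kinase-Glo Plus) follows a 60-minute room-temperature incubation, with wells lacking PGK as controls. Buffer: 100 mM TEA (pH 7.6), 5 mM MgCl2, 0.01% Tween-20. Coupling enzyme GAPDH (100 nM final) supplies unstable 1,3-BPG in-well.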
G9a block = inhibitors of human histone lysine methyltransferase G9a. Q96KQ7. G9a H3K9 monomethylation, AlphaScreen, 2 h. Potency, µM (highest dose often 102 µM), without a hit: at the highest dose activity, negative = inhibition, hits mostly inhibitors. 8.8% of 350,000 active. AID 504332; note: % is set by controls: 0 for no effect and ±100 for the full control effect; nearly all actives have a fitted effect of over 75% in size
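Quantitative HTS format: methyltransferase activity on a biotin-tagged H3K9 peptide is measured by AlphaScreen, using a rabbit anti-monomethyl-H3K9 antibody with streptavidin donor and anti-IgG acceptor beads. Final levels are 20 nM enzyme, 500 nM peptide, 20 uM SAM; 2 h RT.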
GLS inh = blocks human kidney-isoform glutaminase activity | 0.21% of 410,000 active | O94925 | AID 624170 | Potency, µM (titrated, usually from 45.5 µM), for the others: at the top dose activity change, negative = inhibition, hits mostly inhibitors | GLS enzymatic activity, qHTS titration; note: % is set by controls: 0 for no effect and ±100 for the full control effect
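Glutamate formation by hKGA was monitored fluorometrically using coupled glutamate oxidase, HRP and Amplex Red. Substrate was added as 1 mM L-glutamine solution; incubation was 30 min at RT after an initial read.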
JMJD2A Tudor inh = JMJD2A Tudor domain (human) inhibition | O75164 | AlphaScreen JMJD2A-Tudor / H3K4me3 peptide binding | Potency, µM (series often up to 114 µM), for the others: at the top dose activity change, negative = inhibition, hits mostly inhibitors | 4.4% of 390,000 active; note: % is set by controls: 0 for no effect and ±100 for the full control effect; nearly all actives have a fitted effect of over 50% in size
Pin1 inh = blocks the human prolyl isomerase Pin1; Q13526; Pin1 FP peptide displacement, HiFluor488, 10 min; Potency, µM (doses to about 115 µM), for the others: at the highest dose activity, negative = inhibition, most hits filed as inhibitors; 0.009% of 390,000 active; AID 504891; active = well fitted inhibition curve with a large enough effect in the polarisation, with a control signal flat, not every such curve was filed as active; inconclusive = small, poorly fitted or top-dose-only effect, or effect the other way, or a change in a side signal; inactive = no such curve, though single readings can be large or run the other way; the % refers to the polarisation; note: % is set by controls: 0 for no effect and ±100 for the full control effect
Target sequence (Q13526 whole entry, looked up): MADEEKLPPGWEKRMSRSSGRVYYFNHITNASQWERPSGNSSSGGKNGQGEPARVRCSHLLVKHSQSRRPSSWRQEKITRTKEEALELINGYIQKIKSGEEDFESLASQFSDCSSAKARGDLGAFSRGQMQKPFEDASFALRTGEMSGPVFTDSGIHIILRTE
POLI inh = blocks human DNA polymerase iota activity. AID 588590. Pol iota fluorescent replication assay, 10 min. Potency, µM (series often up to 115 µM), without a hit: at the highest dose activity, negative = inhibition, usual class: inhibitors. Q9UNA4. 1% of 390,000 active
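Pol iota at 10 nM preincubated 15 min with compounds at room temperature; reaction started with fluorescent substrate, 50 nM final. Fluorescence read kinetically at 0 and 10 min; buffer-only wells as negative control.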
HP1b chromo inh = HP1-beta chromodomain-methylated histone interaction inhibition; P83916; AlphaScreen HP1-beta / biotin-H3K9me3 peptide binding; Potency, µM (doses to about 114 µM), for the others: at the top dose activity change, negative = inhibition, hits mostly inhibitors; 0.56% of 390,000 active; AID 540317; note: nearly all actives have a fitted effect of over 70% in size; inactives centre near 23
Target sequence (P83916 whole entry, looked up): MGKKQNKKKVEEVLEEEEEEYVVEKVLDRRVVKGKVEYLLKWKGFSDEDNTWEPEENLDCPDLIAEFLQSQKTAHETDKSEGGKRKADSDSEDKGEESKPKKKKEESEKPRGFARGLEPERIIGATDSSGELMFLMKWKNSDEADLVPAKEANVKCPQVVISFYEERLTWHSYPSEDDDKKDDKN
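HP1-beta protein (50 nM final) preincubated 30 min at room temperature with biotinylated H3(1-18)K9me3 peptide (50 nM) in PBS pH 7.4, 0.01% Tween-20, then compound added for 30 min. AlphaScreen streptavidin donor/nickel chelate acceptor beads (10 ug/mL final), 30 min dark, luminescence read.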
BAZ2B block = blocks human BAZ2B; Potency, µM (top dose mostly 114 µM), for the others: at the highest dose activity change, negative = inhibition, actives largely listed as inhibitors; AlphaScreen BAZ2B-H3K14Ac peptide displacement; 4.4% of 360,000 active; note: % is set by controls: 0 for no effect and ±100 for the full control effect; nearly all actives have a fitted effect of over 60% in size
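In this displacement format the biotinylated H3(5-23) peptide acetylated at Lys14 serves as ligand at 50 nM, with BAZ2B at 50 nM in PBS pH 7.4 containing 0.01% Tween-20. Donor and acceptor beads are 10 ug/mL final.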
BLM helicase inh = Bloom syndrome helicase (human) inhibition; recombinant BLM DNA unwinding, fluorescence dequenching; Potency, µM (doses to about 56.1 µM), inactives show at the highest dose activity change, negative = inhibition, actives largely listed as inhibitors; 0.2% of 350,000 active;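 note: plate controls were vehicle for no effect and no enzyme for full effect; nearly all actives have a fitted effect of over 35% in size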
* = called active by the depositor; i = inactive; ? = inconclusive; . = no result given; & = joins results of further samples; [ ] = another dose, or the depositor's remark. Unless noted, calls come from the whole dose curve; as a rule, active = well fitted curve in the direction sought with a large enough effect; inconclusive = small, poorly fitted or top-dose-only effect, or another doubt; inactive = no such curve, though single readings can be large; an effect the other way counts as inactive or inconclusive. Potency is the fitted concentration of half-maximal effect. Only part of the results is shown (hit frequency here may not be typical).

SMILES | Tb PGK inh | G9a block | GLS inh | JMJD2A Tudor inh | Pin1 inh | POLI inh | HP1b chromo inh | BAZ2B block | BLM helicase inh
COc1ccc(NC(=O)c2ccc(-c3ccccc3)cc2)cc1NS(=O)(=O)c1ccc(F)cc1 | -1% | -12%[59 µM] | 20% | -28% | 25% | 6% | 8% | -7% | -11%
O=C(CCn1c(=O)oc2ccccc21)N1CCN(c2ccc(F)cc2)CC1 | -6% | ? | 16% | -10% | 6% | -23% | 19% | 0% | -6%
Cc1ccc(C(=O)NCCSCc2ccc(Cl)cc2Cl)cc1[N+](=O)[O-] | 6% | -8%[59 µM] | -2% | -22% | 3% | 1% | 22% | -33% | -3%
Cc1ccc(-c2n[nH]c(=S)n2/N=C\c2ccco2)cc1 | 0% | 0.89µM* | -11% | 25µM* | 3% | 13% | 8% | -9% | 4%
O=C(COC(=O)c1ccc(F)cc1F)NCCNC(=O)COC(=O)c1ccc(F)cc1F | -4% | 19% | -7% | -16% | 1% | 14% | 38% | -2% | 1%
C=CCOc1c2ccc(C(=O)NCCc3ccc(C)cc3)cc2nn1C | -2% | 6%[12.7 µM] | 0% | -17% | 0% | 19% | 23% | -5% | -1%
Cc1cc2ncn(C3CC(=O)N(Cc4ccccc4)C3=O)c2cc1C (centres undefined) | -7% | ? | -4% | -19% | -11% | -11% | 18% | 4% | 0%
COc1ccccc1N1C(=NC(=O)CCc2ccccc2)SC2CS(=O)(=O)CC21 (centres undefined) | -1% | 0% | -1% | -8% | -1% | 14% | 29% | 2% | -2%
COc1ccc(/C=N/NC(=O)c2ccncc2)cc1Cn1nc([N+](=O)[O-])c(Br)c1C | -3% | ? | ? | -30% | 0% | 13% | 8% | ? | -5%
COc1ccccc1Oc1ccc(NC(=O)c2ccc(Cl)cc2)cc1 | -9% | -6% | -5% | -27% | 1% | 16% | 19% | -17% | -2%
Cc1cc([N+](=O)[O-])ccc1NC(=O)Nc1ccccc1F | 3% | 7% | 4% | -17% | 3% | -7% | 14% | -33% | -1%
CC1CCCN(C(=O)C2CCN(S(=O)(=O)c3cccc4cccnc34)CC2)C1 (centres undefined) | 4% | ? | -1% | -17% | 3% | -4% | 44%[activator] | -5% | 2%
CN1CCN(C(=O)CN2C(=O)COc3ccc(S(=O)(=O)N4CCOCC4)cc32)CC1 | 6% | 11% | -8% | -9% | -4% | 9% | 42%[activator] | -15% | 0%
CC(=O)Nc1ccc(SCC(=O)c2cc(C)n(C)c2C)cc1 | -3% | ? | 0% | -32% | ? | 6% | 11% | ? | -3%
CCCNC(=O)NC(=O)COC(=O)c1cccc(NS(=O)(=O)c2ccc(F)c(F)c2)c1 | -7% | 9%[59 µM] | -11% | -9% | 1% | 3% | 35% | 13% | -15%
COc1ccc(Nc2ncc(F)c(N3CCOCC3)n2)cc1 | -4% | -30% | 14% | -20% | -1% | -7% | 35% | -27% | -4%
CCC(C)NC(=O)CCc1nc2ccccc2n1-c1ccccc1 (centres undefined) | 3% | 16%[59 µM] | 5% | -14%[57.1 µM] | 0% | 4% | 13% | -3% | 0%
COCCn1c(N)c(N(Cc2ccccc2)C(=O)c2ccc3ccccc3c2)c(=O)[nH]c1=O | 8% | ? | 16% | -1% | -1% | 163%[activator] | 17% | 13% | 0%
CN(CC(=O)O)C(=O)c1ccccc1 | -1% | . | 0% | -14% | 1% | 20% | 40%[activator] | . | .
CCCCN1CC(=O)N2[C@H]3c4cc(C)ccc4OC[C@@H]3[C@H](C(=O)OCC)[C@]2(C)C1=O | -2% | -2%[0.501 µM] | -1% | -12% | -5% | 3% | 69%[activator] | 5% | .
COc1ccc(C(=O)NCC(=O)OCC(=O)c2ccc3ccccc3c2)cc1 | . | . | . | -18%[57.1 µM] | 9% | -6% | 5%[57 µM] | . | .
COc1cccc(CN(C)CC2CCCN(CCc3ccccc3C)C2)c1 (centres undefined) | 0% | . | 6% | -20% | 3% | ? | 15% | -8% | 3%
Cc1ccc(NC(=O)N2CCCC2C(=O)NCc2ccc(Cl)cc2)cc1 (centres undefined) | -2% | 19% | 2% | -3% | 8% | 17% | 77%[activator] | -2% | -1%
CN1CCN(NC(=O)c2cc(S(=O)(=O)Nc3ccc(Cl)cc3)ccc2Cl)CC1 | -1% | ? | 12% | -12% | -2% | 36%[activator] | 16% | -21% | 3%

Compound profiles (already shown):
O=C(COC(=O)c1ccc(F)cc1F)NCCNC(=O)COC(=O)c1ccc(F)cc1F is listed with Tb PGK inh: -4%; G9a block: 19%; GLS inh: -7%; JMJD2A Tudor inh: -16%; Pin1 inh: 1%; POLI inh: 14%; HP1b chromo inh: 38%; BAZ2B block: -2%; BLM helicase inh: 1%
CN1CCN(C(=O)CN2C(=O)COc3ccc(S(=O)(=O)N4CCOCC4)cc32)CC1 is listed with Tb PGK inh: 6%; G9a block: 11%; GLS inh: -8%; JMJD2A Tudor inh: -9%; Pin1 inh: -4%; POLI inh: 9%; HP1b chromo inh: 42%[activator]; BAZ2B block: -15%; BLM helicase inh: 0%

More structures follow:
SMILES | Tb PGK inh | G9a block | GLS inh | JMJD2A Tudor inh | Pin1 inh | POLI inh | HP1b chromo inh | BAZ2B block | BLM helicase inh
CCN1CCN(C(c2cc3cccc(C)c3[nH]c2=O)c2nnnn2Cc2ccccc2)CC1 (centres undefined) | -1% | 2%[12.7 µM] | 2% | -14% | 5% | 5% | 13% | 13% | 0%
Cc1ccc(C)c(NC(=S)N2CCN(CCO)CC2)c1 | -15% | -2%[59 µM] | -3% | 6% | -2% | -10% | 50%[activator] | -4% | -1%
Cc1c(C(=O)N(Cc2ccccc2F)C2CCS(=O)(=O)C2)oc2ccccc12 (centres undefined) | -1% | -27%[59 µM] | -5% | -21% | 0% | -2% | 26% | -13% | -2%
O=C(Nc1ccc(-c2nc3ccccc3o2)cc1)c1ccc(N2C(=O)C3C4C=CC(C4)C3C2=O)cc1 (centres undefined) | 3% | -21%[59 µM] | 3% | -10% | 3% | 10% | 15% | 7% | -8%
CC12CCC(=O)C=C1CCC1C2CCC2(C)C(c3csc(N)n3)CCC12 (centres undefined) | 2% | . | -8% | -5% | 8% | 43%[activator] | 20% | . | .
O=C(CC(Cc1ccccc1)C(=O)O)Nc1cccc(C(F)(F)F)c1 (centres undefined) | -7% | 19% | 2% | -5% | ? | 27% | 10% | -3% | -2%
CCOc1ccc(C(=O)N2CCCCCC2)cc1 | -3% | 2%[12.7 µM] | 12% | -5% | -2% | 12% | 29% | 1% | 2%
C[C@H](NC(=O)C1(c2ccccc2)CCN(C(=O)[C@H]2CSCN2C(=O)OC(C)(C)C)CC1)C(=O)O | -5% | -28% | 3% | ? | -4% | 4% | 26% | 3%&-35% | 0%&-6%
O=C(Cn1c(=O)c2cccn2c2ccc(F)cc21)N1CCN(c2ccccc2)CC1 | -7% | -23%[59 µM] | 0% | -18% | -14% | ? | 15% | -16% | -6%
O=C(CN(C(=O)c1csnn1)c1ccc(Cl)cc1)NCc1ccc2c(c1)OCO2 | i | 26% | -1% | -1% | 0% | 93%[activator] | 25% | -2% | -4%
CN1CC(=O)N2C(c3cccc([N+](=O)[O-])c3)c3[nH]c4ccccc4c3C[C@H]2C1=O (some centres undefined) | -9% | 5% | -8% | 7% | 1% | 5% | 42%[activator] | 4% | -3%
CC1Cc2ccccc2N1C(=O)COC(=O)c1ccc(Br)o1 (centres undefined) | 7% | ? | -12% | -12% | -3% | 9% | 42%[activator] | -8% | -8%
CC1(C)C(=O)NCCN1C(=O)c1ccc2nc(Cc3ccccc3F)oc2c1 | -10% | 79%[activator] | -7% | 0% | 0% | 19% | 36% | -1% | -1%
Cc1nc2ccc(NC(=O)Cc3c(F)cccc3Cl)cc2s1 | 8% | 29%[59 µM] | 3% | -3% | 3% | -1% | 75%[activator] | -13% | -4%
Cc1noc(C)c1COc1ccc(C(=O)NCCc2ccc(F)cc2)cc1 | 7% | 10%[12.7 µM] | 4% | -18% | 3% | 6% | 21% | -1% | .
NC(=O)C1CCN(c2ccc(S(=O)(=O)N3CCCCC3)cn2)CC1 | 3% | 20%[12.7 µM] | -5% | -5% | 7% | 37%[activator] | 18% | -1% | -4%
Cc1nn(-c2ccccc2)c2c1C(c1cccnc1)N1C=C(S(=O)(=O)N3CCCCC3)C=CC1=N2 (centres undefined) | 4% | 79µM* | 14% | ? | -4% | 5% | -30% | -36% | -4%
COc1cccc(CNC(=O)Nc2cccs2)c1 | -3% | 45µM* | 28% | -22% | 12% | 1% | -6% | -13% | 1%

In the list so far, these have bromine.
SMILES | Tb PGK inh | G9a block | GLS inh | JMJD2A Tudor inh | Pin1 inh | POLI inh | HP1b chromo inh | BAZ2B block | BLM helicase inh
COc1ccc(/C=N/NC(=O)c2ccncc2)cc1Cn1nc([N+](=O)[O-])c(Br)c1C | -3% | ? | ? | -30% | 0% | 13% | 8% | ? | -5%
CC1Cc2ccccc2N1C(=O)COC(=O)c1ccc(Br)o1 (centres undefined) | 7% | ? | -12% | -12% | -3% | 9% | 42%[activator] | -8% | -8%

2 successive compounds from above, quoted:
SMILES | Tb PGK inh | G9a block | GLS inh | JMJD2A Tudor inh | Pin1 inh | POLI inh | HP1b chromo inh | BAZ2B block | BLM helicase inh
CC1(C)C(=O)NCCN1C(=O)c1ccc2nc(Cc3ccccc3F)oc2c1 | -10% | 79%[activator] | -7% | 0% | 0% | 19% | 36% | -1% | -1%
Cc1nc2ccc(NC(=O)Cc3c(F)cccc3Cl)cc2s1 | 8% | 29%[59 µM] | 3% | -3% | 3% | -1% | 75%[activator] | -13% | -4%

Screening data deposited in PubChem by National Center for Advancing Translational Sciences (NCATS).
